Yeast growth tox = yeast growth toxicity, wild-type and mutant, primary screen, cytotoxicity control for eIF2B function restoration project, wild-type and eIF2Bepsilon R284H mutant, A595 | S. cerevisiae wild-type growth, A595 turbidity, 16 h | growth inhibition, % at 25 µM (by protocol) | 0.3% of 30,000 active | AID 685, 2007;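 active = mutant and wild-type yeast strains alike exhibit over 30% growth inhibition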;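 note: 0% = untreated cell controls and 100% = YPD media blanks without cells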
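System: S. cerevisiae wild-type or eIF2Bepsilon-R284H mutant strain; times: 16 h growth with compound, 30 °C; signal: absorbance at 595 nm (turbidity); measure: growth inhibition (%) versus cell controls and blanks; compound: 25 µM single dose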
Yeast eIF2B = GCN4-lacZ reporter reduction in eIF2B-epsilon mutant yeast, primary screen, S. cerevisiae, eIF2B-epsilon R284H, Beta-Glo luminescence; 0.91% of 27,000 active; inhibition, % at 25 µM (by protocol); AID 688, 2007;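 active = mutant luminescence inhibited past about 50% while wild type luminescence and mutant growth stay under set limits, limit read from the data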; note: some compounds called inactive have numbers as strong as hits
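Times: 16 h growth with compound at 30 °C, 90 min Beta-Glo step; Assay system: yeast eIF2B-epsilon R284H mutant carrying GCN4–beta-galactosidase fusion; Measure: % inhibition of reporter signal and growth versus controls; Dosing: one concentration, 25 µM, 0.25% DMSO; Buffer or medium: YPD yeast growth medium; Measured by: Beta-Glo luminescence plus absorbance at 595 nm.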
Yeast growth tox inhibition % = second read-out of Yeast growth tox, no call of its own (marks repeat the call); growth inhibition, %; S. cerevisiae eIF2Bepsilon-R284H mutant growth, A595 turbidity, 16 h;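 each compound tested once at 25 µM; 0% equals untreated cells and 100% equals cell-free medium blanks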
Yeast eIF2B mutant toxicity = recorded beside Yeast eIF2B, whose call it bears; growth inhibition, %; measured here: mutant yeast growth, toxicity;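 each compound tested once at 25 µM; zero equals untreated control growth and 100 equals blank medium absorbance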
* = called active by the depositor; nt = no result given.

1	COc1ccc(-c2csc(NCc3ccco3)n2)cc1
2	Oc1ccc(Br)cc1CN1CCCCCCC1
3	COc1ccc2oc(C(F)(F)C(F)F)cc(=O)c2c1
4	Cc1ccc(-c2cnc(N)n2C)cc1C
5	Cc1ccc(C)c(C(C)NC(=O)C2C3CCC(O3)C2C(=O)O)c1 (centres undefined)
6	Cc1ccc(C(=O)Nc2ccccc2N2CCN(C(=O)C(C)C)CC2)cc1
7	CCc1nnc(NC(=O)CSc2nnc(-c3c[nH]c4ccccc34)n2CC)s1
8	COc1cc(C(=S)N2CCC(C(N)=O)CC2)ccc1O
entry no.	1	2	3	4	5	6	7	8
Yeast growth tox	-10	18	-3	18	-5	-3	7	8
Yeast growth tox inhibition %	5	14	-5	-4	5	-3	11	0
Yeast eIF2B	12	12	-20	9	20	4	28	7
Yeast eIF2B mutant toxicity	5	14	-5	-4	5	-3	11	nt

9	CCn1c(SCc2nc(CC(=O)Nc3ccccc3OC)no2)nnc1-c1cccs1
10	Cc1cc2nnc(SCC(=O)NCc3cccs3)n2c2ccccc12
11	O=C(Nc1ccccc1O)c1ccc(Cl)cc1
12	C/C(=N\NS(=O)(=O)c1ccc(C)cc1)c1cccs1
13	CCOC(=O)C1=C(C)Nc2ncnn2C1c1ccc(N(C)C)cc1 (centres undefined)
14	COc1cccc(OC)c1C(=O)N1CCN=C1SCc1cccnc1
15	O=C(CCn1c(=S)[nH]c2ccccc2c1=O)N1CCN(c2ccccn2)CC1
16	CC1CN(C(=O)C(c2ccccc2)c2ccccc2)CC(C)O1 (centres undefined)
entry no.	9	10	11	12	13	14	15	16
Yeast growth tox	-3	12	22	8	-15	3	16	18
Yeast growth tox inhibition %	16	-25	21	3	-13	0	5	19
Yeast eIF2B	5	42	20	-2	0	-4	20	-6
Yeast eIF2B mutant toxicity	16	-25	21	3	-13	nt	5	19

Six entries from above, with values under each structure:
Every second line gives: Yeast growth tox | Yeast growth tox inhibition % | Yeast eIF2B | Yeast eIF2B mutant toxicity
[11] O=C(Nc1ccccc1O)c1ccc(Cl)cc1
 : 22 | 21 | 20 | 21
[12] C/C(=N\NS(=O)(=O)c1ccc(C)cc1)c1cccs1
 : 8 | 3 | -2 | 3
[13] CCOC(=O)C1=C(C)Nc2ncnn2C1c1ccc(N(C)C)cc1 (centres undefined)
 : -15 | -13 | 0 | -13
[14] COc1cccc(OC)c1C(=O)N1CCN=C1SCc1cccnc1
 : 3 | 0 | -4 | nt
[15] O=C(CCn1c(=S)[nH]c2ccccc2c1=O)N1CCN(c2ccccn2)CC1
 : 16 | 5 | 20 | 5
[16] CC1CN(C(=O)C(c2ccccc2)c2ccccc2)CC(C)O1 (centres undefined)
 : 18 | 19 | -6 | 19

(listing goes on)
17	CCOC(=O)c1c2n(c3c(NCc4ccccc4)ncnc13)CCCC2
18	COc1ccc(-c2nc(N)n(C(C)=O)n2)cc1
19	CCn1c(SCC(=O)N2CCCCC2C)nnc1-c1ccc(S(=O)(=O)N2CCN(C)CC2)cc1 (centres undefined)
20	CC(C)(C)OC(=O)NC(CCCCNC=O)C(=O)O (centres undefined)
21	COc1ccc(Cc2nn3c(-c4cc(OC)c(OC)c(OC)c4)nnc3s2)cc1
22	Cc1ccccc1-c1nc(CN2CCC(C(=O)NCc3cccs3)CC2)c(C)o1
23	Cc1ccccc1-n1c(SCC(=O)N2CCCC2)nnc1-c1ccccn1
24	N#Cc1nc(-c2ccccc2Cl)oc1NCc1ccco1
entry no.	17	18	19	20	21	22	23	24
Yeast growth tox	2	9	14	10	3	0	9	11
Yeast growth tox inhibition %	5	-20	16	11	-3	19	10	-7
Yeast eIF2B	28	nt	15	11	34	17	-22	21
Yeast eIF2B mutant toxicity	5	nt	16	11	-3	19	10	-7

25	COc1ccccc1N1CCN(C(=O)COc2ccc(Cl)cc2Br)CC1
26	CC(C)n1cnc2cc(NCc3ccccn3)ccc21
27	COCCn1nnnc1C(c1ccccn1)N1CCN(c2cccc(C)c2C)CC1 (centres undefined)
28	c1cncc(-c2nnc3sc(C4CCCCC4)nn23)c1
29	CCOC(=O)c1cc2sccc2n1CC(=O)Nc1ccc(OC)cc1
30	N#CC1=C(N)Oc2cc(N)ccc2C1c1ccc(F)cc1 (centres undefined)
31	CCN(CC)C(=O)c1ccc(NS(=O)(=O)c2ccccc2)cc1
32	Cc1ccc(-c2nnn(CC(=O)N(c3ccc(F)cc3)C(C(=O)NC3CCCC3)c3ccco3)n2)o1 (centres undefined)
entry no.	25	26	27	28	29	30	31	32
Yeast growth tox	-11	4	nt	0	-4	30	-6	-22
Yeast growth tox inhibition %	-5	13	nt	-4	-10	24	-15	-16
Yeast eIF2B	15	nt	-8	20	-73	22	-16	13
Yeast eIF2B mutant toxicity	-5	nt	nt	-4	-10	24	-15	-16

33	CC(Oc1ccc(Cl)cc1Cl)C(=O)NCCCn1ccnc1 (centres undefined)
34	O=C(COC(=O)c1ccccn1)Nc1ncc(C(F)(F)F)cc1Cl
35	CCCCn1c(NCCN(C)C)nc2c1c(=O)[nH]c(=O)n2C
36	O=C(CN(C(=O)C1CSC(=O)C1)c1ccccc1F)NCc1ccc2c(c1)OCO2 (centres undefined)
37	C/C=C/c1ccccc1OCc1ccc(C(=O)O)o1
38	O=S(=O)(Nc1nc2ccc(S(=O)(=O)N3CCCCC3)cc2s1)c1ccccc1
39	O=C(CCS(=O)(=O)c1cccc2nonc12)N1CCOCC1
40	CCOc1ccc(OCC)c(NC(=O)CCn2cccc2)c1
entry no.	33	34	35	36	37	38	39	40
Yeast growth tox	33	12	6	6	nt	17	nt	-1
Yeast growth tox inhibition %	-6	-10	-10	15	nt	19	nt	-10
Yeast eIF2B	2	-80	14	23	13	22	13	5
Yeast eIF2B mutant toxicity	-6	-10	-10	15	nt	19	nt	-10

41	Cc1ccc(C(=O)NC2CCCc3ccccc32)o1 (centres undefined)
42	COc1cc(OC)c(N2CC34C=CC(O3)C(C(=O)O)C4C2=O)cc1Cl (centres undefined)
43	Cc1ccc(/C=C(/C#N)C(=O)NC(=O)Oc2ccccc2)cc1
44	Cc1ccc2c(CC(=O)NCc3ccc4c(c3)OCO4)coc2c1
45	Cc1cc(C)n(-c2nnc(C)n2/N=C/c2cc(Br)ccc2OCc2ccccc2)n1
46	COc1cccc(OC)c1C(=O)Nc1c(C)n(C)n(-c2ccccc2)c1=O
47	Cc1ccc(NC(=O)c2cccs2)cc1NC(=O)c1ccco1
48	CC(C)N(C(=O)CSc1nc2ccccc2n1-c1ccccc1)C(C)C
entry no.	41	42	43	44	45	46	47	48
Yeast growth tox	24	16	13	12	8	-6	21	8
Yeast growth tox inhibition %	0	17	8	14	0	9	11	-10
Yeast eIF2B	nt	19	nt	17	20	-11	24	9
Yeast eIF2B mutant toxicity	nt	17	nt	14	nt	9	11	-10

49	CCOP(=O)(O)c1ccccc1OCCOc1ccccc1P(=O)(O)OCC
50	CC1(C)CC(=O)C2=C(C1)OC(N)=C(C#N)C21CCC2(CC1)OCCO2
51	COC(=O)C(Cc1cnc(Cl)s1)(C(=O)OC)c1ccc([N+](=O)[O-])cc1
52	CCCCC(CCC(=O)Nc1ccccc1C(=O)OCC)C(=O)O (centres undefined)
53	CN1CCN(c2ncnc3c2sc2nc(N4CCOCC4)c4c(c23)CCC4)CC1
54	CCc1[nH]nc2c1C1(CCN(C(=O)c3ccccc3)CC1)C(C#N)=C(N)O2
55	O=C(NCc1ccccc1)C1C(=O)N(Cc2ccccc2)C(=O)C1C1(O)CCCC1 (centres undefined)
56	O=C(Nc1ccc(N2CCN(C(=O)c3ccco3)CC2)cc1)c1ccccc1F
entry no.	49	50	51	52	53	54	55	56
Yeast growth tox	26	13	17	15	3	-5	-18	18
Yeast growth tox inhibition %	3	-12	15	26	-4	14	-8	5
Yeast eIF2B	11	-16	20	20	12	-12	4	15
Yeast eIF2B mutant toxicity	3	-12	15	26	-4	14	-8	5

57	CCN(CC)CCN1C(=O)C(=O)/C(=C(/O)c2ccc(OC)c(OC)c2)C1c1ccccn1 (centres undefined)
58	O=C(CSCc1ccc(Cl)cc1)N1CCCCC1
59	COC(=O)COc1ccc(NC(=O)C2CCCO2)cc1 (centres undefined)
60	CCOC(=O)c1ccc(NCc2nc3ccccc3n2C)cc1
61	CCn1nc(CC(=O)Nc2ccc(-n3cnnn3)c(OC)c2)c2ccccc2c1=O
62	COc1ccc(C(CC(=O)NCCCN2CCOCC2)NS(=O)(=O)c2ccc(C)cc2)cc1 (centres undefined)
63	O=C(CSC1=NCCN1)C1COc2ccccc2O1 (centres undefined)
64	CCOc1ccccc1NC(=O)CSc1nccn1-c1ccccc1
entry no.	57	58	59	60	61	62	63	64
Yeast growth tox	-15	18	-1	6	9	18	15	-6
Yeast growth tox inhibition %	-20	13	15	0	-45	16	5	14
Yeast eIF2B	14	21	nt	44	12	23	-6	14
Yeast eIF2B mutant toxicity	-20	13	nt	nt	-45	16	5	14

65	O=C1CSC(c2cccc(F)c2)N1c1ccccc1F (centres undefined)
66	Cc1ccc(-c2nc3ccc(NS(=O)(=O)c4ccccc4)cc3[nH]2)o1
67	O=C(c1ccccc1F)N(Cc1ccc2c(c1)OCO2)Cc1cc2cc3c(cc2n2nnnc12)OCO3
68	CCOc1ccc(-c2cc(C(=O)O)c3ccccc3n2)cc1
69	Cc1c(C(N)=O)sc(N)c1C(=O)OC(C)C
70	COc1cccc(Cn2c(NCc3ccccn3)nc3c2c(=O)n(C)c(=O)n3C)c1
71	Cn1c(=O)n(C)c2cc(NC(=O)CCl)ccc21
72	CCc1cc2cc(C)ccc2nc1SCC(=O)Nc1cc(C)on1
entry no.	65	66	67	68	69	70	71	72
Yeast growth tox	-8	11	9	20	6	nt	22	-25
Yeast growth tox inhibition %	0	6	-9	15	11	nt	-10	2
Yeast eIF2B	11	15	-14	nt	18	20	14	0
Yeast eIF2B mutant toxicity	nt	6	-9	nt	11	nt	-10	2

73	COc1cccc(C(c2nnnn2Cc2ccccc2)N2CCN(C3CCCC3)CC2)c1OC (centres undefined)
74	COc1ccc2[nH]c(C)c(CN3CCCC(C)C3)c(=O)c2c1 (centres undefined)
75	N#C/C(Cn1c[n+](NC(=O)Nc2ccccc2)cn1)=N/O
76	CCOc1ccc(C(=O)NCCn2cc(SCC(=O)Nc3cc(C)on3)c3ccccc32)cc1
77	CCN1CCn2c3c(c4cc(C)ccc42)CCCC31 (centres undefined)
78	O=c1cc(CO)oc(CN2CCCC2)c1O
79	O=C(COC(=O)c1cccnc1)Nc1ccc(F)cc1
80	COc1ccc(-c2noc(-c3ccc4c(c3)OCO4)n2)cc1
entry no.	73	74	75	76	77	78	79	80
Yeast growth tox	18	17	-12	20	11	-10	-3	-5
Yeast growth tox inhibition %	8	-3	-10	16	16	-3	-14	-10
Yeast eIF2B	-10	8	10	16	21	11	13	-19
Yeast eIF2B mutant toxicity	8	-3	-10	16	16	-3	-14	-10

81	Cc1nn(-c2ccccc2)c2sc(C(=O)OC3CCOC3=O)cc12 (centres undefined)
82	Cc1nn(C(C)c2n[nH]c(=S)n2-c2cccc(Cl)c2)c(C)c1[N+](=O)[O-] (centres undefined)
83	O=C(Nc1cccc(-c2cn3cccnc3n2)c1)c1ccc2c(c1)OCO2
84	CCCCSc1nnc2n(CCc3ccccc3)c(=O)c3c4c(sc3n12)COC(C)(C)C4
85	COc1ccc(-c2cc(-c3ccccc3O)[nH]n2)cc1OC
entry no.	81	82	83	84	85
Yeast growth tox	2	16	16	11	5
Yeast growth tox inhibition %	-8	4	-45	23	-5
Yeast eIF2B	-9	-12	33	1	17
Yeast eIF2B mutant toxicity	-8	4	-45	23	-5

Only part of the results is shown, so the mix of outcomes need not match the whole.
